Tau fluor cs = counter-screen for tau fibril formation inhibitors; tau K18 P301L Alexa594 fluorescence, heparin fibrillization; Potency, µM (titrated, usually from 57.7 µM), for the others: at the top dose activity change, negative = decrease; 0.93% of 280,000 active; also: nearly all actives have a fitted effect of over 55% in size
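Human tau K18 P301L (15 uM unlabeled, 0.24 uM Alexa 594-labeled) in 100 mM sodium acetate pH 7 with 20 uM heparin, 6 hr at 37 C. ThT 30 uM added, 1 hr ambient; Alexa 594 FP and total fluorescence read at 555/632 nm.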
Tau ThT inhib = tau fibrillization inhibition (ThT binding); 2.1% of 270,000 active; P10636; Potency, µM (series often up to 57.4 µM), without a hit: at the top dose activity, negative = inhibition, most hits filed as inhibitors; recombinant tau K18 P301L (four-repeat tau fragment), heparin-induced fibrillization, ThT fluorescence; also: nearly all actives have a fitted effect of over 55% in size
Target sequence (P10636 561-689 P618L limits assumed): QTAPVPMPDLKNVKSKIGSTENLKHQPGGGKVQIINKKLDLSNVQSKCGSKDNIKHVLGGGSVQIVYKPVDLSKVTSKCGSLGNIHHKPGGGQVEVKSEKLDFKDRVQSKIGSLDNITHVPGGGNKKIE
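Aggregation was driven by heparin (20 uM final) acting on recombinant tau […] bearing P301L in 100 mM sodium acetate pH 7; fibrils were detected with Thioflavin T.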
Tau fibril FP = blocks human tau fibril formation measured by polarization; AID 1468; Potency, µM (top dose mostly 57.7 µM), for the others: at the top dose activity, negative = inhibition, hits mostly inhibitors; K18 P301L tau heparin fibrillization, Alexa594 FP, 6 h; 0.39% of 280,000 active; P10636; also: nearly all actives have a fitted effect of over 55% in size
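Recombinant K18 P301L […], labeled with Alexa 594 at 0.24 uM over 15 uM unlabeled; heparin inducer 20 uM final; 37 C, 6 hr; FP endpoint.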
ALDH1A1 inh = ALDH1A1 (human) enzyme inhibition. P00352. Purified ALDH1A1, NADH fluorescence, propionaldehyde substrate. Potency, µM (doses to about 75.3 µM), for inactives: at the top dose activity, negative = inhibition, hits mostly inhibitors. 7.3% of 220,000 active. AID 1030; active = well fitted inhibition curve with a large enough effect, not every such curve was filed as active; inconclusive = small, poorly fitted or top-dose-only effect, or another doubt; inactive = no such curve, though single readings can be large or run the other way;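 also: plate controls were no enzyme wells and a reference inhibitor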
Target sequence (P00352 whole entry, looked up): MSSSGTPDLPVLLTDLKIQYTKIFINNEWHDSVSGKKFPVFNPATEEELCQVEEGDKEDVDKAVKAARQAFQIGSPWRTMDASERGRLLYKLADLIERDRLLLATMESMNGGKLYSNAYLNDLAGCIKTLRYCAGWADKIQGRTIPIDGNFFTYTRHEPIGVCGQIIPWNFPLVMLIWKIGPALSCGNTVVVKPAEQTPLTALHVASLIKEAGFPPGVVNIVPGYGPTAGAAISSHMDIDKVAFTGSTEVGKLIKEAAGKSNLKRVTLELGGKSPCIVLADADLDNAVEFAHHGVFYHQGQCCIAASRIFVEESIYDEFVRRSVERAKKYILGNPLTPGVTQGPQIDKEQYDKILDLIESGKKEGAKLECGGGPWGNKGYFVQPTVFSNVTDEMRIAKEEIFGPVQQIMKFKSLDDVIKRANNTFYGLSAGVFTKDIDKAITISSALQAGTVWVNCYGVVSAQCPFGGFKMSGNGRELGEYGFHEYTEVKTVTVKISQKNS
TexasRed fluor = alters Texas Red total fluorescence, flagging assay interference; TRb/SRC2 Texas Red total fluorescence interference; Potency, µM (highest dose often 106 µM), for the others: at the top dose fluorescence change, negative = quenching; 0.29% of 280,000 active; active = well fitted curve in either direction with a large enough effect; inconclusive = small, poorly fitted or top-dose-only effect
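Human TRβ ligand-binding domain (0.6 uM) and Texas Red SRC2 peptide (20 nM) in Tris buffer with 1 uM T3 and 5% DMSO were incubated with pinned compound for 5 hr at ambient temperature. Total fluorescence was computed as S + 2P (555/632 nm).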
TRb SRC2 PPI = inhibitors of human thyroid hormone receptor beta-SRC2 interaction | Potency, µM (series often up to 106 µM), for the others: at the top dose activity change, negative = inhibition, usual class: inhibitors | AID 1469 | P10828 | 0.065% of 280,000 active | TRbeta-SRC2 peptide binding, fluorescence polarization; receptor liganded with 1 µM T3;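 also: plate controls were bound peptide for no effect and peptide without receptor for full effect; nearly all actives have a fitted effect of over 50% in size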
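Fluorescence polarization of 20 nM Texas Red SRC2 peptide with 0.6 uM human TRb ligand-binding domain, in Tris buffer with 1uM T3 and 5% DMSO. Incubated 5 hr ambient; normalized to unbound and bound controls.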
aGal spleen mod = inhibits or activates alpha-galactosidase in human spleen homogenate; Potency, µM (highest dose often 80 µM), inactives show at the top dose activity change, negative = inhibition, actives largely listed as inhibitors; P06280; 0.008% of 240,000 active; AID 2107; human spleen homogenate, 4MU-alpha-Gal fluorescence, 40 min;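 also: 0% = enzyme with vehicle and -100% = no enzyme basal signal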
Target sequence (P06280 32-429 limits assumed): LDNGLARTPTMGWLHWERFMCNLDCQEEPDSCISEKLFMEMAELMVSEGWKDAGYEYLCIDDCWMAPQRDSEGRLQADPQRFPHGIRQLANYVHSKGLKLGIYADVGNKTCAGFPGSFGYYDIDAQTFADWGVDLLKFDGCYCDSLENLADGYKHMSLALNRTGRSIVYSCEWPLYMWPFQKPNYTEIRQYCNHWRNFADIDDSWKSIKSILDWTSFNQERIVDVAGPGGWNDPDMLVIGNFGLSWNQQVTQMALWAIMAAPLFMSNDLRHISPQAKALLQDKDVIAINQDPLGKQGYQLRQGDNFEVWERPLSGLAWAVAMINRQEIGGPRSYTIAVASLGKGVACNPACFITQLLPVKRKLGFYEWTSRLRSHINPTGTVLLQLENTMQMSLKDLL
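Inhibition or activation of alpha-galactosidase in human spleen homogenate is scored by 4-MU fluorescence after 40 min at 37C, pH 5.0, with 1 mM substrate. AC50s come from concentration-response fitted to the Hill equation.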
L3MBTL1 block = L3MBTL1 (human) inhibition; AlphaScreen L3MBTL1–H3K9me1 peptide binding; Q9Y468; AID 485360; Potency, µM (series often up to 57.1 µM), inactives show at the top dose activity, negative = inhibition, actives largely listed as inhibitors; 0.66% of 230,000 active; also: nearly all actives have a fitted effect of over 60% in size
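AlphaScreen assay: L3MBTL1 (50 nM final) was preincubated 30 min at room temperature with biotinylated H3(1-15)K9me1 peptide (75 nM final), then 30 min with library compounds; streptavidin donor and nickel chelate acceptor beads (10 ug/mL final) added, 30 min dark.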
* hit, by the source's call; ? = inconclusive; . = not tested or not shown; & = joins results of further samples; [ ] = remark or other dose. Unless noted, calls follow the shape of the dose curve; as a rule, active = well fitted curve in the direction sought with a large enough effect; inconclusive = small, poorly fitted or top-dose-only effect, or another doubt; inactive = no such curve, though single readings can be large; an effect the other way counts as inactive or inconclusive. Unless noted, % is scaled to controls: 0 for no effect and ±100 for the full control effect; potency is read from the fitted curve at half-maximal effect.

SMILES	Tau fluor cs	Tau ThT inhib	Tau fibril FP	ALDH1A1 inh	TexasRed fluor	TRb SRC2 PPI	aGal spleen mod	L3MBTL1 block
COCCCNC(=O)Cn1nnc(-c2ccccc2NC(=O)c2ccc(F)cc2)n1	-7%	-6%	-9%	-4%	0%	3%	2%	-3%
Cc1ccc(Nc2nnc(SCC(=O)NCc3ccco3)s2)cc1	-17%	-7%	9%	-10%	-6%	17%	3%	?
S=C(Nc1ccccc1)N1CCCN1c1ccccc1	-4%	-2%	2%	.	1%	-8%	3%	9%
CC12CC3CC(C)(C1)CC(C(=O)NC(=S)N1CCCCC1)(C3)C2	-9%	-7%	5%	2%	1%	8%	-2%	-11%
COc1ccc(CNC(=O)/C=C/C(=O)O)cc1OC	-1%	3%	-10%	?	-10%	-7%	1%	29%
c1coc(CNCC2OCCc3ccccc32)c1 (stereo not given)	1%	-2%	-5%	0%	1%	-15%	5%	-3%
O=C(N/N=C/c1ccc2ccccc2c1)c1ccc(COc2ccc3c(c2)CCC3)o1	-26%	?	?	103%[activator]	-13%	?	-2%	-7%
CCOC(=O)c1c(NC(=O)c2ccc(OC)cc2)sc2c1CCCCC2	-9%	-6%	-11%	.	4%	2%	.	.
Cc1ccc(S(=O)(=O)c2nc(-c3cccs3)oc2SC(C)c2ccccc2)cc1 (stereo not given)	?	?	-12%	.	0%	10%	.	.
CCCCCn1c(=O)[nH]c2cc(C(=O)Nc3cc(C)cc(C)c3)ccc2c1=O	-1%	11%	?	.	1%	-10%	.	.
COc1cc(NC(=O)Cn2nc(Cc3cccnc3)c3ccccc3c2=O)cc(OC)c1OC	-7%&-16%	0%&-12%	3%&0%	9%	2%&-3%	-5%&0%	0%	.
COc1cc(CC(=O)Nc2ccc3nc(C)sc3c2)cc(OC)c1OC	-3%	2%	-5%	?	1%	1%	-4%	1%
CCOc1ccc(C(=O)Nc2ccc3c(c2)OCCO3)cc1[N+](=O)[O-]	?	?	6%	-24%	-1%	-9%	6%	.
O=C(Nc1cc(C(F)(F)F)ccc1Cl)c1cc(-c2cccs2)nc2ccccc12	-22%	-15%	-1%	.	-4%	3%	.	.
S=C(c1ccccc1)N(c1ccccc1)c1ccccc1	-25%	?	-4%	?	0%	-9%	-4%	?
COc1ccc(C2CC(=O)C3=C(C2)Nc2ncnn2C3c2ccccc2C)cc1 (stereo not given)	-10%	-11%	2%	?	4%	2%	?	-2%
COC(=O)Cc1[nH]n(-c2nc3ccccc3s2)c(=O)c1C(C)=Nc1ccc(OC)cc1	4%	12%	0%	.	-2%	3%	10%	?
O=C(NCC1CCCO1)C1CCN(S(=O)(=O)Cc2ccccc2)CC1 (stereo not given)	-5%	-3%	0%	10%	-3%	-1%	-1%	.
COc1ccccc1NC(=O)CCCc1c[nH]c2ccccc12	?	-15%	9%	15%	-3%	0%	-2%	-2%
Cc1ccccc1NC(=O)Cn1cnc2c1c(=O)n(C)c(=O)n2C	4%	-5%	3%	9%	2%	-16%	4%	0%
Cc1cc(C)c(S(=O)(=O)N(CC(=O)NCc2cccnc2)C2CCCCC2)c(C)c1	-10%	?	-1%	15%	-4%	-2%	0%	.
O=C(COC(=O)c1ccc(S(=O)(=O)NCc2ccco2)cc1)NC1CCCCC1	-9%	-8%	5%	3%	-1%	2%	7%	.
CC(=O)Nc1ccc(CC#N)cc1	4%	1%	3%	.	1%	7%	7%	1%
Cc1ccc(NC(=O)c2ccc(OC(=O)C(C)Oc3ccc(Cl)cc3C)cc2)cc1 (stereo not given)	6%	4%	9%	7%	-6%	4%	2%	7%
CC(C)OC(=O)c1ccc(N2C(=O)C3CC=CCC3C2=O)cc1 (stereo not given)	-1%	-6%	2%	?	1%	-2%	-3%	24%[11.4 µM]
CC(=O)c1c(O)cc2n(c1=O)-c1ccc(Cl)cc1C2(C)C	-5%	-6%	-10%	?	1%	-2%	2%	15%
CCOC(=O)c1[nH]cnc1C(=O)Nc1ccccc1C	-5%	-5%	-7%	?	1%	2%	5%	3%
CCOC(=O)c1c2n(c3ccc(O)cc13)CCCCC2	-21%	-5%	14%	?	-11%	1%	-8%	.
CCc1cccc(C)c1NC(=O)C1CCN(c2nnc(C)c3c(C)n(-c4ccccc4)nc23)CC1	-14%	?	-20%	.	-3%	-2%	.	.
Cc1cccn2cc(COc3cccc([N+](=O)[O-])c3)nc12	-14%	?	-3%	-1%	-2%	-2%	8%	-7%

Single records, from the list above. Order of values: Tau fluor cs, Tau ThT inhib, Tau fibril FP, ALDH1A1 inh, TexasRed fluor, TRb SRC2 PPI, aGal spleen mod, L3MBTL1 block
CC(C)OC(=O)c1ccc(N2C(=O)C3CC=CCC3C2=O)cc1 (stereo not given) across the screens: -1%, -6%, 2%, ?, 1%, -2%, -3%, 24%[11.4 µM]
O=C(NCC1CCCO1)C1CCN(S(=O)(=O)Cc2ccccc2)CC1 (stereo not given) across the screens: -5%, -3%, 0%, 10%, -3%, -1%, -1%, .
CCOC(=O)c1[nH]cnc1C(=O)Nc1ccccc1C across the screens: -5%, -5%, -7%, ?, 1%, 2%, 5%, 3%
Cc1ccccc1NC(=O)Cn1cnc2c1c(=O)n(C)c(=O)n2C across the screens: 4%, -5%, 3%, 9%, 2%, -16%, 4%, 0%
COc1ccccc1NC(=O)CCCc1c[nH]c2ccccc12 across the screens: ?, -15%, 9%, 15%, -3%, 0%, -2%, -2%

Going on with the list.
SMILES	Tau fluor cs	Tau ThT inhib	Tau fibril FP	ALDH1A1 inh	TexasRed fluor	TRb SRC2 PPI	aGal spleen mod	L3MBTL1 block
CC(C)(C)NC(=O)C(c1ccc(I)cc1)N(CCN1CCOCC1)C(=O)CCCNC(=O)c1ccccc1 (stereo not given)	-3%	2%	3%	2%	-1%	6%	10%	.
COc1ccc2c(c1OC)C(=O)OC2Nc1nc(-c2ccc(-c3ccccc3)cc2)cs1 (stereo not given)	-1%	0%	0%	?	-1%	-6%	7%	-12%
CCOc1cccc(=O)c2c(C)n(CC3CCCO3)c(C)c12 (stereo not given)	-18%	?	-8%	?	0%	-10%	2%	-19%
Oc1ccc(N=Cc2sc3ccccc3c2Cl)cc1	10µM*[quencher]	7.1µM*	?	15µM*	?	14µM*	-2%	32µM*
COc1cccc(C=Nc2ccc(C)c(F)c2)c1O	-7%	?	1%	9%	0%	0%	1%	2%
COc1ccc(N2CCN(c3ncccc3C#N)CC2)cc1	-19%	?	7%	?	5%	-1%	-1%	-15%
Cc1ccc(Oc2nccc(-c3ccc(Cl)cc3)n2)cc1	-7%	-3%	-10%	-10%	0%	8%	1%	13%
O=C(Cn1cnc2c(nnn2Cc2ccc(F)cc2)c1=O)N1CCN(c2ccccc2)CC1	-10%	?	4%	-1%	-3%	-4%	4%	-5%
Cc1ccc([N+](=O)[O-])cc1S(=O)(=O)N1CCNCC1	6%	0%	1%	5%	-1%	-4%	-2%	4%
Cc1csc2c(C#N)c(=O)c3c(n12)CCC3	1%	-7%	3%	-8%	3%	0%	-4%	6%
CC1(C)CC2(CCO1)C(Nc1ccccc1)=NC(=S)N2c1ccccc1 (stereo not given)	-5%	-3%	-1%	1%	0%	1%	-2%	1%
O=C(Cn1ccc2ccccc2c1=O)NCCC(=O)N1CCN(c2cccc(Cl)c2)CC1	-10%	-5%	-2%	8%	2%	3%	19%	.
CCOC(=O)c1sc2cc([N+](=O)[O-])cc(SCC(=O)OC)c2c1N	?	7.1µM*	-9%	?	-4%	-15%	-3%	.
COc1ccc2c(c1[N+](=O)[O-])CCC/C2=N/OC(=O)c1cccc2ccccc12	-14%	?	-10%	2%	-1%	8%	2%	-2%
Cc1ccc(S(=O)(=O)N(C)C)cc1NC(=O)/C=C/c1cccs1	0%	6%	-8%	0.45µM*	-2%	1%	7%	-2%
COc1ccc(-n2nc(C)c3sc(C)nc3c2=O)cc1	-14%	-10%	-1%	?	-3%	0%	4%	0%
CCOC(=O)N1CCC(NS(=O)(=O)c2ccc(NC(C)=O)c(Cl)c2)CC1	-6%	-10%	-8%	-2%	-2%	-12%	-3%	-3%
Cc1cccc(-n2nnnc2SCC(=O)NCCN2C(=O)CSC2=O)c1	-8%	-5%	-1%	20µM*	0%	4%	0%	3%
Cn1c(=O)c2c(ncn2CC(=O)OCC(=O)NCc2ccccc2Cl)n(C)c1=O	4%	5%	4%	15%	1%	-11%	-4%	5%
CCOCCCNC(=O)c1c[nH]c2cc(C)ccc2c1=O	4%	11%	-3%	-4%	-4%	-7%	-15%	40%[activator]
CN(C(=O)c1ccc2c(Cl)c3c(nc2c1)CCC3)c1ccccc1	-5%	-18%	-3%	?	-2%	7%	-11%	1%
CC1(C)CC2CC(C)(CN2c2ncnc3ccccc23)C1 (stereo not given)	-1%	-4%	-3%	?	-1%	-4%	-3%	3%
CC(=O)Nc1ccc(C2Sc3ccccc3NC3=C2C(=O)c2ccccc23)cc1 (stereo not given)	11µM*[quencher]	?	?	.	-5%	3%	.	.
CC(C)c1csc(CN2CCC(N3CCC(C(=O)NCC4CCCO4)CC3)CC2)n1 (stereo not given)	-14%	-12%	-5%	11%	4%	12%	3%	3%
CS(=O)(=O)N(CC(=O)Nc1ccc2c(c1)OCCO2)c1ccc2c(c1)OCO2	12%	0%	9%	?	0%	1%	-7%	-4%[11.4 µM]
CCOC(=O)C(NC(C)=O)(Nc1cccc(F)c1)C(F)(F)F (stereo not given)	-11%	-21%	-11%	10%	-2%	-7%	1%	.
Cc1nn2c3ccccc3nc2c2ccccc12	-20%	?	-9%	?	-2%	-12%	6%	.
O=C(CSc1nccn1-c1ncc(C(F)(F)F)cc1Cl)c1ccc(Cl)cc1	-15%	18µM*	?	-8%	1%	2%	4%	0%
CN(C)S(=O)(=O)c1cccc(NC(=S)N/N=C/c2ccco2)c1	-18%	-12%	0%	.	-1%	0%	7%	-21%
Cc1cccc(CNC(=O)CS(=O)(=O)c2cccc3nsnc23)c1	1%	2%	-2%	.	-14%	-1%	.	.
CCOc1ccc(NS(=O)(=O)c2ccc(OC)c(C)c2)cc1	-13%	1%	2%	?	-1%	1%	4%	.
CCN(CC)CCC(c1ccc(OC)cc1)c1c(O)cc(OC)cc1OC (stereo not given)	-12%	-4%	0%	.	-1%&-3%	4%&-2%	-3%&-1%	.
